PMI act = activators of human PMI, primary screen, biochemical, fluorescence intensity, near-Km mannose 6-phosphate; 190,000 compounds, 0.005% hits; purified human PMI, coupled resazurin fluorescence, 20 min; hits give high values; 1 = vehicle control, 0 substrate-free wells; activation factor at 20 µM; Mannose-6-phosphate isomerase (Homo sapiens), P34949;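 active = activation factor of 2 or more at 20 µM, relative to plate controls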
Target sequence (P34949 whole entry, looked up): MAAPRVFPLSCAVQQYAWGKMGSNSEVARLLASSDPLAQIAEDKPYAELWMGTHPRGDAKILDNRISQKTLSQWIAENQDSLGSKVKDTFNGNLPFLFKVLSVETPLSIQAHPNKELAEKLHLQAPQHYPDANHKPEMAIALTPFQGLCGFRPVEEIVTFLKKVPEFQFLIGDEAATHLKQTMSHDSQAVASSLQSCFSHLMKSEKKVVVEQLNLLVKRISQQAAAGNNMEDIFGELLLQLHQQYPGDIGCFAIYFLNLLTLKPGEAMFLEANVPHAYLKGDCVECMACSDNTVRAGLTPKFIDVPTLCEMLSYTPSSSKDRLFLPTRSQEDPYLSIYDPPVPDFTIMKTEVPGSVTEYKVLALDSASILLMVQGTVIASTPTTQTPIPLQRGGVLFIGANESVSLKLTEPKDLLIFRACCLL
DTT redox prof = compounds producing H2O2 with reducing agent – biochemical, NIH compound library profiling, artefact control for MLSCN library redox annotation, primary screen. DTT-dependent redox cycling H2O2, phenol red/HRP absorbance; 100% = 100 µM peroxide control, 0% = buffer. activation, % at 10 µM. 200,000 compounds, 0.03% hits. AID 878, 2007;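 active = activation of at least 50% relative to the plate's high and low controls in the primary single-dose screen; inactive = activation below 50%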;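 note: compound incubated with DTT at 0.8 mM final as the reducing agent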
S1P3 antag = S1P3 receptor antagonists, primary screen, cell-based; CHO S1P3 NFAT-BLA reporter, FRET fluorescence, antagonist mode; AID 485, 2006; inhibition, % at 4.98 µM; Sphingosine 1-phosphate receptor 3 (Homo sapiens), Q99500; 170,000 compounds, 0.27% hits;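 active = inhibition above the plate cutoff, the mean inhibition of test wells on that plate plus 3 SD, cut at about 28% in these data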;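 note: cells challenged with S1P at its EC80 of 0.8 µM; blue over green emission ratio from cleaved BLA substrate after 4 h stimulation; 0% = S1P-stimulated wells and 100% = unstimulated DMSO-only wells; some compounds past the cut are filed as inactive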
Target sequence (Q99500 whole entry, looked up): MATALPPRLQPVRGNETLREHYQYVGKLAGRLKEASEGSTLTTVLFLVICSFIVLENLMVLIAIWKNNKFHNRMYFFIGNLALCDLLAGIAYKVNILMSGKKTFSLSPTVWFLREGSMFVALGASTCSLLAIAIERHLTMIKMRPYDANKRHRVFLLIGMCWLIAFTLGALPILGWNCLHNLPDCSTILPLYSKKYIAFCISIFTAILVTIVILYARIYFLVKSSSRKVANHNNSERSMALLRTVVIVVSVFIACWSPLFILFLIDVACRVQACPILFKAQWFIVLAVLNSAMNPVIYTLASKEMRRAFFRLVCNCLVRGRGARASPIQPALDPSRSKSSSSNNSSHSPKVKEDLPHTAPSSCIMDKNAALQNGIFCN
PMI act satM6P = human PMI activators, high substrate, primary screen, biochemical, fluorescence intensity, near-saturating mannose 6-phosphate; Mannose-6-phosphate isomerase (Homo sapiens), P34949; coupled PMI enzyme assay, resazurin fluorescence, 20 min; hits give high values; 1 = untreated enzyme, 0 = substrate-free blank; activation factor at 20 µM; 190,000 compounds, 0.34% hits; AID 1216, 2008;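 active = activation factor of 2 or more at 20 µM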
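Material: human phosphomannose isomerase with PGI, G6PDH, diaphorase coupling enzymes; amount: PMI at 15 ng/mL final; also added: Mannose-6-phosphate 1.0 mM (near-saturating) plus 0.22 mM NADP+; incubation: enzyme reaction with compound 20 min at room temperature; signal: resorufin fluorescence (Ex 544/Em 590 nm) from resazurin via diaphorase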
Diaph inh CS = diaphorase inhibitors and chemical oxidizers, primary screen, counter-screen for diaphorase-coupled primary assays, biochemical, uHTS, resorufin fluorescence; diaphorase resazurin-to-resorufin fluorescence, NADH, 16 min; bacterial (C. kluyveri) enzyme, not human; inhibition, % at 20 µM; 190,000 compounds, 0.69% hits; AID 1217, 2008;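 active = primary screen inhibition at 20 µM above a set limit, cut at about 50% in these data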;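 note: plate controls were DMSO with full reaction for no effect and wells lacking NADH for full effect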
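Test system: Clostridium kluyveri diaphorase enzyme / Quantity: diaphorase at 0.14 U/mL in enzyme working solution / Incubation: 16-min room-temperature incubation before reading / Benchmarks: NADH-free wells as positive control, DMSO-only neutral wells / Signal: resorufin fluorescence 544/590 nm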
G6PDH counter = L. mesenteroides G6PDH inhibitors, counter-screen for G6PDH-coupled screening assays, biochemical, Leuconostoc mesenteroides enzyme; 200,000 compounds, 0.12% hits; inhibition, % at 5 µM; Purified L. mesenteroides G6PDH, diaphorase/resazurin coupled fluorescence, 45 min; glucose-6-phosphate dehydrogenase [Leuconostoc mesenteroides]
Diaphorase act = compounds boosting diaphorase resazurin reduction – biochemical, uHTS, resorufin fluorescence, counter-screen for diaphorase-coupled primary assays, primary screen. Diaphorase/resazurin coupled assay, 16 min; hits give high values; 1 = vehicle wells, 0 = NADH-free wells. activation factor at 20 µM. 190,000 compounds, 0.005% hits. AID 1229, 2008;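 active = diaphorase activity raised at least twofold by the compound at 20 µM; inactive = activation factor below 2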
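Test system: Clostridium kluyveri diaphorase, purified enzyme; input: enzyme 0.07 U/mL final; buffer or medium: 50 mM HEPES pH 7.4 with 4.542 mM MgCl2, 0.005% Tween 20; also added: 0.114 mM NADH and 0.1 mM resazurin, final amounts; schedule: 16 min enzyme reaction, ambient temperature; technique: fluorescence of resorufin, 544 nm excitation, 590 nm emission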
RAM network inh = inhibitors of the yeast RAM network, primary screen, dse1pr::URA3 reporter, 5-FOA selection. inhibition, % at 50 µM. S. cerevisiae dse1pr::URA3 reporter, 5-FOA growth OD615, 2 d; analog-sensitive cbk1-as2 kinase mutant strain. 190,000 compounds, 1.8% hits;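 active = inhibition above a set limit, 3 SD over mean compound inhibition, cut at about 8.4% in these data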;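 note: 0% = DMSO-only wells with no growth and 100% = 10 µM 1-NA-PP1 full growth; inhibition rescues growth on 5-FOA so higher OD means more RAM inhibition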
TLR4-MyD88 BLA = inhibitors of TLR4-MyD88 association in cells, primary screen, cell-based, HeLa CL3-4, BLA complementation, FRET ratio | 200,000 compounds, 0.18% hits | inhibition, % at 8.4 µM | HeLa CL3-4 TLR4/MyD88 BLA complementation | Toll-like receptor 4 (Homo sapiens) + Myeloid differentiation primary response protein …; in the data active = inhibition above about 25%;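 note: 0% = vehicle and 100% = reference inhibitor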
Lmaj promast = Leishmania major promastigote growth inhibition, primary screen; inhibition, % at 10 µM; AID 1063, 2008; Leishmania major promastigotes, resazurin fluorescence viability; 200,000 compounds, 9% hits;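 note: promastigotes grown with compound for 44 hours at 28 °C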
Hsp70 act = Hsp70 transcriptional activators, primary screen, cell-based, HeLa, Hsp70 promoter luciferase, luminescence, 10 µM. HeLa Hsp70 promoter luciferase reporter; scaled: vehicle 0, proteasome-inhibitor control 100%. activation, % at 10 µM. 200,000 compounds, 0.04% hits. AID 1203, 2008;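 active = activation above the mean across all tested compounds plus 3 SD, cutoff set per campaign, cut at about 5.5% in these data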;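 note: 100% = MG132 at 30 µM as the positive control and 0% = DMSO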
The depositor's hits bear a star; / = no result given; & = joins results of further samples. Cut-off read from the data, not from the text of the source, unless noted: active = inhibition above about 50%; inactive = the rest. Compounds as they come; 12% or so of the library scored in one or more.

SMILES	PMI act	DTT redox prof	S1P3 antag	PMI act satM6P	Diaph inh CS	G6PDH counter	Diaphorase act	RAM network inh	TLR4-MyD88 BLA	Lmaj promast	Hsp70 act
CC(=O)N/N=C(\C)c1ccc(Br)cc1Br	1	-2.0	-14	1	11	9	0.9	-0.1	-4	-5	0.8
CCCCCCCCC(=O)NCCOc1ccccc1	0.8	-0.1	-6	0.9	18	8	0.8	0.7	-2	-9	-0.5
CCCCN(C)C(=O)c1ccc(S(=O)(=O)N2CCOCC2)cc1	1	0.3	/	1	-4	-1	1	1.3	-6	-3	-0.1
CCN(CC)CCCNC(=O)C1c2ccccc2Oc2ccccc21	1.1	-0.7	-26	1.1	5	2	0.9	-0.3	-8	18	-0.1
Fc1ccccc1Cc1noc(CN2CCN(c3ccc(Cl)cn3)CC2)n1	0.9	0.7	-13	1	9	5	0.9	-0.8	-1	8	-0.1
Cc1oc(-c2cccc(Cl)c2)nc1CN1CCC(C(=O)N2CCN(c3ccccc3F)CC2)CC1	0.8	-0.6	7	0.9	19	3	0.8	0.1	-11	21	-0.3
O=C(Nc1ccccc1)N1CCC(n2c(=O)[nH]c3ccccc32)CC1	1.1	-3.5	/	1	10	6	0.9	0.3	-6	-2	-0.4
O=C(NCC(=O)N(Cc1cccs1)C(C(=O)NC1CCCCC1)c1ccncc1)c1ccco1 (stereo unspecified)	1	0.8	/	1	12	0	0.9	0.1	-1	-3	-0.3
CC(C)(C)C1=C(C#N)C(c2cccnc2)C(C#N)=C(N)O1 (stereo unspecified)	0.8	-0.4	14	0.6	18	12	0.8	0.0	-8	-3	-0.2
COc1ccc(C2C3=C(CC(C)(C)CC3=O)Nc3c2c(=O)n(C)c(=O)n3C)cc1OC (stereo unspecified)	1.1	0.2	-12	1	3	1	1	0.7	-19	-1	-0.2
CN1/C(=C\C(=O)c2ccco2)c2ccccc2CC1(C)C	1.1	1.9	3	1	3	7	1	1.2	9	17	0.2
OCC1CCCN1C(=S)Nc1ccccc1 (stereo unspecified)	0.9	-4.2	/	1	4	4	1	0.8	-1	-3	-0.2
O=C(CN1C(=O)C2CCc3[nH]c4ccccc4c3C2C1=O)N1CCCC1 (stereo unspecified)	0.9	0.0	1	0.8	25	2	0.8	1.3	9	-2	-0.2
COc1ccc(-c2nc3c(Br)c(N)c(Br)cc3o2)cc1	1.2	-0.1	/	1.1	-14	-3	1.1	0.2	2	4	0.3
COc1ccc(C2CC(c3cccs3)=NN2C(=O)CSc2nc3ccccc3o2)cc1 (stereo unspecified)	0.9	2.9	7	1	6	-10	0.9	8.5*	8	12	-0.2
Cc1ccccc1OCc1n(CC(=O)OC2CC(C)CCC2C(C)C)c2ccccc2[n+]1C (stereo unspecified)	1.1&1.1	1.2&-1.0	-10&-5	1.1&1.1	-24&-27	2&3	1.2&1.3	-1.6&-1.8	11&15	101*	-0.4&-0.2
Cc1cc(=O)n2c3c(sc2n1)C(=O)N(Cc1ccccc1)C3=O	1.1	-3.7	-18	1.3	8	8	0.9	0.1	-6	-1	-0.1
CCC1CCCCN1S(=O)(=O)c1ccc(S(=O)(=O)N(Cc2cccs2)C2CC2)cc1 (stereo unspecified)	0.9	-2.8	20	0.9	16	3	0.8	13*	-8	100*	-0.7
CCOC(=O)N1CCN(C(=O)c2cc(COc3ccc4ncccc4c3)on2)CC1	1	-0.4	6	0.9	-2	10	1	1.1	6	4	-0.1
COc1ccccc1CC(=O)NCc1ccc2c(c1)OCO2	0.8	-0.3	4	1	-3	5	1	2.2	-23	-2	-0.2
COc1ccccc1OCCNC(=O)c1ccc(S(=O)(=O)N(C)C)cc1	1	-3.1	-2	1	9	0	0.9	1.9	-7	10	-0.1
O=[N+]([O-])c1ccc(Sc2cccc3cccnc23)c2cccnc12	0.9	0.9	-20	0.6	59*	23	0.4	1.2	-15	-4	0.7
O=C(COC(=O)Cc1ccsc1)NCc1ccc(Cl)cc1	0.9	0.3	-13	1	6	-3	0.9	0.6	-3	-3	-0.3
COC(C)(C)c1cc(C(C)(C)C)nc(N)n1	0.9	-3.3	-3	0.9	16	0	0.8	-0.3	-4	-6	-0.1
Clc1ccc2nc(CN3CCCCC3)cn2c1	1.1	-0.1	5	0.9	12	-3	0.9	0.5	6	1	-0.3
COc1ccc(CCNC(=O)CN(C)S(=O)(=O)c2ccc3c(c2)CCC(=O)N3)cc1OC	1	-1.0	/	1	-3	3	1	0.6	-9	-6	0.0
CN(Cc1nc(-c2cccnc2)no1)S(=O)(=O)c1ccc(Br)cc1	0.9	0.5	-1	1	-4	-2	1	0.8	7	0	-0.3
Cc1ccc(NC(=O)Nc2c(C)n(C)n(-c3ccccc3)c2=O)cc1C	1	-0.6	1	1	10	8	0.9	-0.4	4	-1	-0.4
O=C(O)C(Cc1c[nH]c2ccccc12)N1Cc2ccccc2C1=O (stereo unspecified)	1	-0.7	-4	1	-4	1	1	4.7	-16	-5	0.6
COc1ccc(CNC(=O)c2c(O)c3ccccc3n(C)c2=O)cc1OC	1.2	1.9	12	1.2	-8	-3	1.1	7.3	-4	-1	0.0

Seven structures already listed, arranged by number of heavy atoms, lowest first:
SMILES	PMI act	DTT redox prof	S1P3 antag	PMI act satM6P	Diaph inh CS	G6PDH counter	Diaphorase act	RAM network inh	TLR4-MyD88 BLA	Lmaj promast	Hsp70 act
COC(C)(C)c1cc(C(C)(C)C)nc(N)n1	0.9	-3.3	-3	0.9	16	0	0.8	-0.3	-4	-6	-0.1
Clc1ccc2nc(CN3CCCCC3)cn2c1	1.1	-0.1	5	0.9	12	-3	0.9	0.5	6	1	-0.3
O=C(COC(=O)Cc1ccsc1)NCc1ccc(Cl)cc1	0.9	0.3	-13	1	6	-3	0.9	0.6	-3	-3	-0.3
CN(Cc1nc(-c2cccnc2)no1)S(=O)(=O)c1ccc(Br)cc1	0.9	0.5	-1	1	-4	-2	1	0.8	7	0	-0.3
Cc1ccc(NC(=O)Nc2c(C)n(C)n(-c3ccccc3)c2=O)cc1C	1	-0.6	1	1	10	8	0.9	-0.4	4	-1	-0.4
COc1ccc(CNC(=O)c2c(O)c3ccccc3n(C)c2=O)cc1OC	1.2	1.9	12	1.2	-8	-3	1.1	7.3	-4	-1	0.0
COc1ccc(CCNC(=O)CN(C)S(=O)(=O)c2ccc3c(c2)CCC(=O)N3)cc1OC	1	-1.0	/	1	-3	3	1	0.6	-9	-6	0.0

Further structures follow.
SMILES	PMI act	DTT redox prof	S1P3 antag	PMI act satM6P	Diaph inh CS	G6PDH counter	Diaphorase act	RAM network inh	TLR4-MyD88 BLA	Lmaj promast	Hsp70 act
Cc1nn(Cc2ccc(C(=O)N3N=C(C(F)F)CC3(O)C(F)F)o2)c(C)c1[N+](=O)[O-] (stereo unspecified)	1.1	-0.2	-10	1.1	8	2	0.9	0.6	7	-7	-0.2
CCOc1ccc2cc(S(=O)(=O)N3CCN(C)CC3)ccc2c1	1	0.5	-4	1	5	5	1	1.5	17	-2	-0.3
CN(CCCNC(=O)Cn1cccc1C(=O)c1ccccc1)C1CCCCC1	1.1	1.1	7	1.1	0	1	1	0.9	6	-1	-0.2
Cc1cc(S(=O)(=O)NCc2cccs2)ccc1-n1cnnn1	1	-0.8	30*	1.1	8	9	0.9	1.1	-13	-6	-0.4
COc1ccc(N2CCN(C(=O)CCCOc3cc(=O)n(C)c4ccccc34)CC2)cc1	1	1.7	-17	1	12	-5	0.9	2.4	10	17	-0.2
CCNC(=S)N/N=C/c1cn(Cc2ccc(F)cc2)c2ccccc12	0.8	0.7	-12	0.9	23	-16	0.8	0.1	6	16	-0.2
Cc1ccc(CN2CCN(c3ccccn3)CC2)s1	1	0.3	/	1.1	-1	7	1	1.7	-8	1	0.0
COC(=O)c1ccc2c(=O)[nH]c(CSc3nc(-c4ccc(F)cc4)cs3)nc2c1	1.1	-0.2	-8	1.1	1	-6	1	2.0	1	-5	-0.2
Cc1occc1C(=O)N=Nc1c(O)n(C)c2ccccc12	0.9	-0.1	-5	1	5	4	1	1.4	-4	71*	-0.1
COc1cccc(/C=C/C(=O)NCCc2ccc3c(c2)OCCO3)c1	0.9	0.5	-9	0.9	10	-10	0.9	-0.6	0	-1	-0.3
CC(=O)Oc1ccc(N(C(C)=O)S(=O)(=O)c2cccs2)cc1	0.9	0.5	12	1.1	3	9	1	-0.4	2	-7	-0.2
CC1(C)CC(C)(c2ccc(O)cc2O)N(c2cccc(Cl)c2)C(=S)N1 (stereo unspecified)	1	0.6	/	1	6	2	0.9	5.1	12	-10	-0.3
COC(=O)c1ccc(CS(=O)(=O)c2ccc(C)cc2)cc1	0.9	0.6	/	0.9	20	-1	0.8	-0.2	3	-3	-0.2
